NIH3T3 HSF-1 reporter: GFP reporter loss versus dox-driven RFP – NIH3T3 R4 cells, cherry-pick, set 3, dose response (AID 493083). NIH3T3 R4 HSF-1 GFP reporter, heat shock, 48 h. AC50 in µM for hits, for the others activity change, negative = inhibition, % at the top dose, mostly 19.5 µM. 4% of 2,400 active;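 active = compounds lowering signal whose fitted AC50 is at most ten times the top tested dose; inconclusive = flat fit with moderate inhibition, or poor curve fit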;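 also: 0% = neutral control wells and -100% = didemnin B positive control; many of its hits are not listed in these tables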
Starred values were filed as active, the others as inactive; ? = inconclusive. Only part of the results is shown; rates above refer to the full screens.

SMILES | NIH3T3 HSF-1 reporter
O=C(O)c1ccc(NC2=C(Cl)C(=O)c3ccccc3C2=O)cc1 | -84%
COc1ccc(N2CCN(C(=O)COC(=O)CCOc3ccccc3C)CC2)cc1 | -3%
Cc1nc(SCC(=O)NCC2CCCO2)[nH]c(=O)c1C (configuration not stated) | 9%
O=C(OCC(F)(F)F)c1cccc(COc2ccc3ccccc3c2)c1 | -8%
CNC(=S)N(CCc1c(C)[nH]c2ccc(F)cc12)Cc1cccnc1 | -3%
COc1cccc(CNC(=O)c2ccccc2SCC(=O)N2CCCC2)c1 | -3%
N#C/C(=C\c1ccccn1)c1ccccn1 | 29%
OC(COc1ccc2ccccc2c1Br)Cn1cnc(-c2ccccc2)c1 (configuration not stated) | 23%
O=C(O)CCCNC(=O)CCCNC(=O)C(c1ccccc1)c1ccccc1 | -3%
Cc1sc2ncnc(NCCc3ccc(S(N)(=O)=O)cc3)c2c1C | ?
CC(CCCC(C)(C)O)NC(=O)c1ccc2oc(CCc3ccccc3)nc2c1 (configuration not stated) | 2%
CCCCCCc1cc2cc(S(=O)(=O)c3ccc(F)c(Cl)c3)c(=O)oc2cc1O | 1%
C=CCNC(=O)c1c(C(F)(F)F)nn(C)c1Cl | -5%
CCOC(=O)c1ccc(N/C=C/C(=O)c2ccc(OC)cc2)cc1 | -8%
Cc1ccc(S(=O)(=O)CC(=O)Nc2ccc(S(=O)(=O)Nc3onc(C)c3C)cc2)cc1 | -8%
C=CCOc1ccc(C(c2c(C)n(C)n(-c3ccccc3)c2=O)c2c(C)n(C)n(-c3ccccc3)c2=O)cc1 | 5%
COc1ccc(-n2c(COc3cccc(C)c3)n[nH]c2=S)cc1 | 0%
NS(=O)(=O)c1ccc(CCNC(=O)c2ccc(C#CC3(O)CCCCC3)cc2)cc1 | -11%
COc1cccc(-n2c(N)c(-c3nc4ccccc4[nH]3)sc2=S)c1 | 7%
N#Cc1nc(-c2ccccc2Cl)oc1N1CCN(C(=O)c2ccco2)CC1 | -2%
COc1ccc(N=Cc2c(O)ccc3ccccc23)cc1 | 69%
COc1ccc(/C=C(\C#N)C(=O)Nc2cc(C)c(Cl)cc2OC)cc1O | 2%
CCOC(=O)c1cc2sccc2n1CC(=O)Nc1ccc(OC)cc1 | 3%
COc1ccc(N(CC(=O)NC2CCCCCCC2)S(=O)(=O)c2c(C)nn(C)c2C)cc1 | 2%
COc1nnc(-c2ccc(C(=O)N3C[C@@H]4C[C@H](C3)c3cccc(=O)n3C4)cc2)c2ccccc12 | -10%

Look-ups from the entries so far:
OC(COc1ccc2ccccc2c1Br)Cn1cnc(-c2ccccc2)c1 (configuration not stated) | NIH3T3 HSF-1 reporter: 23%
CNC(=S)N(CCc1c(C)[nH]c2ccc(F)cc12)Cc1cccnc1 | NIH3T3 HSF-1 reporter: -3%

4 entries from above, arranged by their value in NIH3T3 HSF-1 reporter, low to high.
SMILES | NIH3T3 HSF-1 reporter
Cc1ccc(S(=O)(=O)CC(=O)Nc2ccc(S(=O)(=O)Nc3onc(C)c3C)cc2)cc1 | -8%
O=C(O)CCCNC(=O)CCCNC(=O)C(c1ccccc1)c1ccccc1 | -3%
N#Cc1nc(-c2ccccc2Cl)oc1N1CCN(C(=O)c2ccco2)CC1 | -2%
CCOC(=O)c1cc2sccc2n1CC(=O)Nc1ccc(OC)cc1 | 3%

In the list so far, these contain four or more nitrogen atoms.
SMILES | NIH3T3 HSF-1 reporter
CNC(=S)N(CCc1c(C)[nH]c2ccc(F)cc12)Cc1cccnc1 | -3%
Cc1sc2ncnc(NCCc3ccc(S(N)(=O)=O)cc3)c2c1C | ?
C=CCOc1ccc(C(c2c(C)n(C)n(-c3ccccc3)c2=O)c2c(C)n(C)n(-c3ccccc3)c2=O)cc1 | 5%
COc1cccc(-n2c(N)c(-c3nc4ccccc4[nH]3)sc2=S)c1 | 7%
N#Cc1nc(-c2ccccc2Cl)oc1N1CCN(C(=O)c2ccco2)CC1 | -2%
COc1ccc(N(CC(=O)NC2CCCCCCC2)S(=O)(=O)c2c(C)nn(C)c2C)cc1 | 2%
COc1nnc(-c2ccc(C(=O)N3C[C@@H]4C[C@H](C3)c3cccc(=O)n3C4)cc2)c2ccccc12 | -10%

Carrying on.
SMILES | NIH3T3 HSF-1 reporter
Cc1nc(Nc2ccccc2)sc1C | -4%
CC1CCCN(c2ncnc3c2cnn3-c2ccc(Cl)cc2)C1 (configuration not stated) | 9%
CCOC(=O)Cc1csc(NC(=O)Nc2cccs2)n1 | 15%
O=C(C1CCCN(S(=O)(=O)c2ccc(Cl)cc2)C1)N(Cc1cccs1)C1CC1 (configuration not stated) | 14%
CN(C(=O)CN1C(=O)S/C(=C\c2ccccc2)C1=O)C1CCS(=O)(=O)C1 (configuration not stated) | 2%
CNC(=S)N/N=C/c1c(Cl)cccc1Cl | -7%
Cc1ccc(OCC(=O)NCCNC(=O)c2ccco2)cc1C | -1%
COc1ccc(Nc2ncnc3sc(-c4ccccc4)cc23)cc1 | 2%
CC(=O)Nc1ccc(-c2cn3c(n2)SCC3)cc1 | -4%
NC(=O)c1c(NC(=O)C2COc3ccccc3O2)sc2c1CCN(Cc1ccccc1)C2 (configuration not stated) | 27%
CCCCN1C(=O)C(CC(=O)NCC)SC1=Nc1ccccc1 (configuration not stated) | -2%
N#Cc1nc(-c2ccco2)oc1N1CCN(Cc2ccccc2)CC1 | 5%
O=C(O)c1cc2cc(F)ccc2[nH]1 | -6%
Cc1nc2c(sc3nc(N4CCOCC4)c4c(c32)CC(C)(C)OC4)c(-c2ccc(Cl)cc2)c1C(=O)O | 15%
CN1C(C(=O)Nc2ccc(OC(F)(F)F)cc2)=CC(c2cccs2)=NS1(=O)=O | 3%
COC(=O)C1=C(C)N(Cc2ccco2)C(=O)C1 | 4%

By substructure, the compounds so far with a COOH group.
SMILES | NIH3T3 HSF-1 reporter
O=C(O)c1ccc(NC2=C(Cl)C(=O)c3ccccc3C2=O)cc1 | -84%
O=C(O)CCCNC(=O)CCCNC(=O)C(c1ccccc1)c1ccccc1 | -3%
O=C(O)c1cc2cc(F)ccc2[nH]1 | -6%
Cc1nc2c(sc3nc(N4CCOCC4)c4c(c32)CC(C)(C)OC4)c(-c2ccc(Cl)cc2)c1C(=O)O | 15%

High-throughput results: PubChem, Broad Institute
